Assay outcomes: PubChem, National Center for Advancing Translational Sciences (NCATS)
TRHR agonist: activates the human TRH receptor. P34981. TRHR cells, calcium flux fluo-8, FDSS agonist mode. activation, % at 2 µM. 0.18% of 360,000 active. AID 493084; in the data active = activation above about 30%; note: 0% is about no effect
Target sequence (P34981 whole entry, looked up): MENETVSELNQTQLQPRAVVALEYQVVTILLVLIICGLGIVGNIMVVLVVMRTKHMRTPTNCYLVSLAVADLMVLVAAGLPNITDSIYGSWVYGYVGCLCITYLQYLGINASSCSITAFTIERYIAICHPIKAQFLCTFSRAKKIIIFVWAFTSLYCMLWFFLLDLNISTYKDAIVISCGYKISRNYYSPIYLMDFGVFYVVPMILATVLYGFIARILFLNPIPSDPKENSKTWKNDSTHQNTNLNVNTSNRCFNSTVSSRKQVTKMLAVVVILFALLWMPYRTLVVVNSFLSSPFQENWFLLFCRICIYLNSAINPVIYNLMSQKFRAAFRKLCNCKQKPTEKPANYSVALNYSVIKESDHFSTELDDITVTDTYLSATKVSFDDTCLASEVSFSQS
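TRHR-expressing cells, plated overnight in medium with 10% serum, were loaded with fluo-8 calcium dye at room temperature. After a 10 s baseline, library compound was pin-added and calcium release was recorded kinetically (ex 480/em 530) as agonist response.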
D2 potentiator: positively modulates the human D2 dopamine receptor allosterically; P14416; HEK293 T-REx D2, calcium flux, EC20 dopamine potentiation; potentiation, % at 10 µM; 0.34% of 340,000 active;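 active = potentiation over 3 SD above the plate norm, cut at about 30% in these data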; note: 0% is about no effect
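Potentiation of an EC20 dopamine calcium response is measured in a force-coupled, tetracycline-inducible Hek293 Trex D2 line. Compound-only kinetic reads over 180 s flag agonists before dopamine addition.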
D1 antag: blocks dopamine activation of the human D1 receptor | P21728 | HEK293 TREx D1 cells, calcium flux, dopamine EC80; active compounds read low | activity change, negative = inhibition, % at 10 µM | 3.2% of 360,000 active | AID 504652; in the data active = activity change below about -30%; note: % is set by controls: 0 for no effect and ±100 for the full control effect
Target sequence (P21728 whole entry, looked up): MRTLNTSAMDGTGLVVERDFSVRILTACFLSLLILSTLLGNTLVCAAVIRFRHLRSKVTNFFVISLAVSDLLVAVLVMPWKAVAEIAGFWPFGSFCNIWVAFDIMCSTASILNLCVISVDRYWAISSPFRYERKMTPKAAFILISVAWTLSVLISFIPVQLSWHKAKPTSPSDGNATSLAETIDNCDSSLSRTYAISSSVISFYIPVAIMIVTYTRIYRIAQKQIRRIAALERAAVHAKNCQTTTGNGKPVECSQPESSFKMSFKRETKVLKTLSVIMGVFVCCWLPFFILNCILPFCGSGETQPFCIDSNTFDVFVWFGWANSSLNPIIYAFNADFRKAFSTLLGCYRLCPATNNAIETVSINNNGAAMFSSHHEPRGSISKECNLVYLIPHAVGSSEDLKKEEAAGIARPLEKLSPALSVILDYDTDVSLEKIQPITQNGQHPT
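Inducible Hek293 Trex D1 cells (tetracycline, overnight, 30 C). Calcium dye 30–90 min RT. Antagonist mode: EC80 dopamine added after 180 s compound read.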
Anesthetic bind: binds horse apoferritin like a general anesthetic; P02791; apoferritin/1-aminoanthracene competitive binding, fluorescence; Potency, µM (series often up to 77.5 µM), for inactives: top-dose activity change, negative = displacement, hits mostly inhibitors; 0.074% of 350,000 active; AID 485281; note: potency is the fitted concentration of half-maximal effect; % is set by controls: 0 for no effect and ±100 for the full control effect; nearly all actives have a fitted effect of over 20% in size
Target sequence (P02791 2-175 limits assumed): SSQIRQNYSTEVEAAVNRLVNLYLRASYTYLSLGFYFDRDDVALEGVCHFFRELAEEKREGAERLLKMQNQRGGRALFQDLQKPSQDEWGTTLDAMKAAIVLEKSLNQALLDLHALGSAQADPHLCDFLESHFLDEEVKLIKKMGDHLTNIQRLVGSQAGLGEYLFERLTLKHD
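Horse-spleen apoferritin (10 uM) in 50% saturated 1-aminoanthracene in PBS was incubated 10 min at room temperature with compound. Fluorescence (ex 380, em 535 nm) was normalized to free and bound 1-AMA, with concentration-response fitted by a four-parameter Hill equation.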
RXFP1 agonist: agonists of human relaxin receptor RXFP1. HEK293T-RXFP1 cAMP TR-FRET, 30 min; response scale: percent of porcine relaxin response, buffer zero. Potency, µM (top dose mostly 57.5 µM), without a hit: at the top dose activation, most hits filed as activators. 0.3% of 370,000 active; note: potency is the fitted concentration of half-maximal effect; % is set by controls: 0 for no effect and ±100 for the full control effect; nearly all actives have a fitted effect of over 60% in size; many of its hits are not listed in these tables
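Agonist response is measured as cAMP accumulation in an RXFP1-transfected HEK293T line under PDE4 inhibition. Values are scaled between buffer-only and 29 nM porcine relaxin, and EC50s come from standard Hill equation fits.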
D1 PAM: potentiators of human D1 dopamine receptor | potentiation, % at 10 µM | 0.036% of 360,000 active | AID 504651 | HEK293 TREx D1 cells, calcium flux, dopamine EC20 potentiation; in the data active = potentiation above about 30%; note: 0% is about no effect
RXFP1 antagonist: antagonists of human relaxin receptor RXFP1; HEK293-RXFP1, relaxin-stimulated cAMP HTRF, 30 min; active compounds read low; activity change, negative = inhibition, % at 57.5 µM; 0.59% of 350,000 active; AID 1259400;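 active = activity change of -60% or lower, but not beyond a set lower limit; inconclusive = change between -60% and -40%, or beyond the set limit; inactive = change above -40%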; note: % is set by controls: 0 for no effect and ±100 for the full control effect
TRHR PAM: allosteric enhancers of human TRH receptor; 0.66% of 360,000 active; P34981; enhancement, % at 2 µM; TRHR cells, fluo-8 calcium fluorescence, EC20 TRH enhancement; in the data active = enhancement above about 30%; note: 0% is about no effect
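TRHR-expressing cells loaded with fluo-8 calcium dye were read kinetically (ex 480/em 530) during compound addition, then stimulated with an EC20 of TRH (10 nM final). Enhancement of the Gq-mediated intracellular calcium response was scored.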
D1 agonist: human D1 receptor agonism; HEK293 T-REx D1 cells, calcium flux, agonist mode; P21728; activation, % at 2 µM; 1% of 360,000 active; in the data active = activation above about 30%; note: 0% is about no effect
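Tetracycline-induced HEK293 TREx D1 cells, force-coupled to calcium signalling, were dye-loaded with a no-wash calcium kit. Compound was pin-added after a 10 s baseline. Fluorescence was read kinetically at 1 cycle/s for 180 s, with calcium rises flagged as agonism.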
An asterisk follows results filed as active; u = inconclusive; x = no result given; [ ] = dose if it differs, or a comment. Unless noted, calls come from the whole dose curve; as a rule, active = well fitted curve in the direction sought with a large enough effect; inconclusive = small, poorly fitted or top-dose-only effect, or another doubt; inactive = no such curve, though single readings can be large; an effect the other way counts as inactive or inconclusive. Only part of the results is shown; rates above refer to the full screens.

canonical_smiles | TRHR agonist | D2 potentiator | D1 antag | Anesthetic bind | RXFP1 agonist | D1 PAM | RXFP1 antagonist | TRHR PAM | D1 agonist
Cc1ccc(C)c(OCC(=O)N/N=C\c2cccn2C)c1 | -1.1 | -4.2 | -8.8 | -19.8% | -0.8% | -11.1 | -21.2 | 6.4 | 15.4
Cc1noc(C)c1COc1ccc(C(=O)OCC(=O)NC23CC4CC(CC(C4)C2)C3)cc1 | 0.6 | -1.1 | x | u | 1.0% | -3.2 | 6.5 | -2.1 | 3.8
O=C(CSC(=S)N1CCOCC1)c1cc2ccccc2oc1=O | 1.8 | 8.7 | -4.9 | -11.6% | 6.5% | 1.4 | 3.9 | -0.9 | 3.1
COc1ccccc1CCC(=O)N(CCC1=CCCCC1)c1c(N)n(Cc2ccccc2)c(=O)[nH]c1=O | 0.4 | -0.3 | 7.0 | x | -0.9% | -3.2 | -16.8 | -12.6 | 1.7
O=C(CC1S/C(=N/N=C/c2ccco2)NC1=O)Nc1cccc(Cl)c1Cl (stereo not drawn) | -0.9 | -5.4 | 17.5 | -11.8% | 0.5% | -1.8 | -24.8 | 6.4 | 2.0
CCCOc1ccccc1C(=O)N(Cc1cccs1)C1CCS(=O)(=O)C1 (stereo not drawn) | -0.1 | -4.5 | 8.7 | -11.9% | -2.2% | -1.2 | 5.1 | 3.2 | 3.0
Cc1ccc(/C=C/C(=O)N2CCC(c3nc4ccccc4o3)CC2)cc1 | 0.3 | 3.3 | -8.0 | -5.6% | 0.1% | -1.0 | -4.7 | -3.5 | 1.5
CN(C1CCCCC1)S(=O)(=O)c1ccc2c(c1)c(=O)c(C(=O)N1CCN(c3ccc(F)cc3)CC1)cn2C | -0.4 | 4.3 | -10.0 | -5.2% | 3.1% | 1.1 | -4.4 | 7.8 | 0.1
COc1ccc(C(CNC(=O)c2cccc(NS(=O)(=O)c3ccccc3)c2)N(C)C)cc1 (stereo not drawn) | 0.0 | -18.7 | -7.5 | u | 1.5% | -6.8 | -20.1 | -2.1 | 3.3
CCOC(=O)c1ccccc1NC(=O)N1CCc2c(sc(C)c2CC)C1c1ccccc1 (stereo not drawn) | -1.4 | 5.9 | -0.1 | -2.7% | -0.3% | -0.6 | -3.7 | 7.5 | 4.3
Cc1cc(N2CCOCC2)nc2ccc(NC(=S)N3CCCCC3C)cc12 (stereo not drawn) | -0.1 | -4.1 | 3.8 | 69.6%[activator] | -0.3% | -1.6 | 5.7 | 3.7 | 1.8
CCOc1ccc(CN(C)CCc2ccccn2)cc1 | 0.4 | -7.7 | 7.3 | 0.6% | -3.4% | -3.1 | 0.6 | 12.9 | -1.3
Cc1ccsc1C(=O)N(Cc1nnc(-c2ccccc2Cl)o1)C1CC1 | -0.6 | 8.8 | -24.6 | x | -0.4% | -0.1 | -12.9 | -3.5 | 12.9
COc1ccc(F)cc1C(=O)C1CCCN(Cc2ccc(Sc3nncn3C)o2)C1 (stereo not drawn) | 0.3 | -17.6 | -3.2 | -3.8% | -0.8% | -2.4 | -1.8 | -1.1 | -0.1
COc1cc(-c2ccccc2)[nH]c(=S)n1 | -0.3 | -5.0 | -0.7 | x | 1.6% | -2.9 | x | -1.7 | -0.8

Nothing new here: 2 of the compounds above.
canonical_smiles | TRHR agonist | D2 potentiator | D1 antag | Anesthetic bind | RXFP1 agonist | D1 PAM | RXFP1 antagonist | TRHR PAM | D1 agonist
Cc1cc(N2CCOCC2)nc2ccc(NC(=S)N3CCCCC3C)cc12 (stereo not drawn) | -0.1 | -4.1 | 3.8 | 69.6%[activator] | -0.3% | -1.6 | 5.7 | 3.7 | 1.8
CCOc1ccc(CN(C)CCc2ccccn2)cc1 | 0.4 | -7.7 | 7.3 | 0.6% | -3.4% | -3.1 | 0.6 | 12.9 | -1.3

Later entries
canonical_smiles | TRHR agonist | D2 potentiator | D1 antag | Anesthetic bind | RXFP1 agonist | D1 PAM | RXFP1 antagonist | TRHR PAM | D1 agonist
CCS(=O)(=O)N1CCC(C(=O)NCc2ccc(OC)cc2)CC1 | -1.3 | 3.9 | -1.6 | -4.8% | 1.9% | -12.7 | -11.0 | 2.8 | 4.2
Cc1nc(C)c(C(=O)C2=C(O)C(=O)N(CCN3CCOCC3)C2c2cccs2)s1 (stereo not drawn) | 0.3 | 2.9 | 13.0 | 0.9% | 0.8% | -0.2 | 6.3 | -3.5 | 0.7
Cc1ccc(/C=C2/SC(=S)N(CCC(=O)NCCCN3CCOCC3)C2=O)cc1 | 0.1 | -1.0 | 14.6 | u | 1.3% | -3.3 | -3.8 | 2.7 | 16.3
CCNS(=O)(=O)c1ccc(NC(=S)NCc2ccco2)cc1 | 0.0 | 10.3 | -19.7 | -5.7% | -1.5% | 1.2 | -9.3 | 7.2 | 2.9
Cc1ccc(C)c(Cn2c(C(C)NC(=O)c3ccc(F)cc3)nc3ccccc32)c1 (stereo not drawn) | 0.0 | -2.9 | -12.0 | -7.4% | -2.1% | -4.0 | 3.5 | -4.9 | 0.0
O=S(=O)(Nc1cc(Sc2cccc3cccnc23)c(O)c2ccccc12)c1ccc(F)cc1 | -2.3 | 7.1 | -3.3 | -6.7% | 0.4% | -1.4 | -34.6 | -7.6 | 3.4
COc1ccc(/C=N/NC(=O)c2ccc(Br)o2)cc1Cn1cc([N+](=O)[O-])cn1 | -0.3 | -0.9 | -4.5 | -17.5% | -3.7% | -1.3 | x | 6.3 | 3.9
CCOc1ccc(N2C(=O)CC(Sc3ncccn3)C2=O)cc1 (stereo not drawn) | 1.4 | 0.9 | -5.5 | -7.2% | 1.4% | -2.8 | 1.4 | 0.1 | -0.3
Cc1nnc(N2C(=O)c3oc4ccccc4c(=O)c3C2c2ccco2)s1 (stereo not drawn) | -0.7 | -4.4 | 0.9 | -2.4% | -0.1% | 0.6 | -12.3 | -5.4 | 1.4
Cc1ccc(CNC(=O)CCCCn2c(=O)c3ccccc3n(Cc3ccc(C)cc3)c2=O)cc1 | 1.3 | 7.1 | -0.1 | -6.0% | -0.5% | -1.1 | x | -2.4 | 2.4
Cc1ccc(C(=O)Nc2sc(C(=O)N(C)C)c(C)c2C#N)cc1 | -0.4 | -5.2 | -4.5 | -6.5% | 2.7% | -4.7 | -7.3 | 0.2 | -0.1
O=C(NCCC1CC1(Cl)Cl)Nc1ccccc1 (stereo not drawn) | 0.6 | x | 3.0 | -10.8% | 0.0% | -2.0 | -3.6 | -3.1 | -0.4
CCC(C)(C)c1ccc(OCCCC[n+]2cccc(C)c2)c(C(C)(C)CC)c1 | 0.7 | 0.9 | -14.8 | u | 3.8% | -7.2 | -37.5 | 0.7 | 169.1*
Nc1cc(=O)[nH]c(SCCSc2ccccc2)n1 | 0.0 | -1.3 | 17.1 | -18.5% | 0.2% | -3.0 | -4.6 | -5.4 | 7.0
Cc1ccc(C(=O)N/C(=C\c2cccs2)C(=O)NCc2ccncc2)cc1 | -0.1 | x | 1.9 | -3.2% | 2.6% | -0.5 | -4.1 | -8.0 | 1.9
COC(=O)Nc1nc(C)c(C(=O)N(C)C)s1 | 0.0 | 2.9 | 8.2 | -3.7% | 2.0% | -6.3 | -11.5 | -3.3 | 4.9
O=C(Cc1ccccc1)NNC1CC(=O)N(c2ccccc2)C1=O (stereo not drawn) | 0.0 | 10.1 | -1.4 | -7.2% | -0.3% | -5.8 | 5.7 | 2.7 | 0.1
CCOCCCNc1ccc(N2C(=O)C3CCCCC3C2=O)cc1[N+](=O)[O-] (stereo not drawn) | -0.6 | -0.6 | -13.7 | u | 0.9% | 0.2 | -17.2 | -3.1 | 3.4
COc1cccc(C(=O)NC2C(=O)N3C(C(=O)O)=C(COC(C)=O)CSC23)c1 (stereo not drawn) | 0.3 | -5.7 | -1.1 | x | -2.2% | -8.7 | 4.6 | 0.3 | 0.2
Cc1cccc(C)c1NC(=O)CN(C)C(=O)c1ccc(NS(=O)(=O)c2ccc3[nH]c(=O)[nH]c3c2)cc1 | 0.1 | 3.4 | -14.7 | x | 1.3% | 5.7 | 4.5 | -1.7 | 3.5
Cc1ccc(NC(=O)Cn2nc(C(F)(F)F)c3c2CCC3)cc1C | -0.4 | 3.6 | -10.8 | 1.4% | 0.3% | -6.8 | x | 27.5 | 1.9
CC(NC(=O)c1ccccc1Cl)C(=O)N1CCN(Cc2ccc3c(c2)OCO3)CC1 (stereo not drawn) | 0.8 | 4.8 | 8.5 | x | 0.5% | 0.3 | -2.3 | 7.2 | 9.0
O=C(NCCCN1CCCC1=O)C1CCN(S(=O)(=O)c2cc(C(F)(F)F)ccc2Cl)CC1 | -0.2 | -3.5 | 56.7 | x | 1.6% | x | -2.5 | -1.4 | 17.1
CN1N=C(C(=O)N2CCCC(C(=O)c3cccc(C(F)(F)F)c3)C2)CCC1=O (stereo not drawn) | 1.6 | -5.3 | -4.0 | -4.0% | -0.4% | -0.2 | 1.2 | 1.3 | 0.6
O=C(CCNC(=O)c1ccco1)Nc1ccc(N2CCOCC2)cc1 | 0.5 | 5.9 | 12.8 | -8.5% | -1.3% | 0.2 | 1.1 | 4.3 | 2.0
CCCn1c(N)c(Sc2ccccc2[N+](=O)[O-])c(=O)n(CCC)c1=O | -0.6 | 3.4 | -4.1 | 1.7% | 0.2% | x | -7.5 | -7.7 | 7.5
O=C(NCCN1C(=O)S/C(=C\c2ccccc2F)C1=O)C1CCN(S(=O)(=O)c2cccs2)CC1 | -0.1 | 5.8 | -14.7 | -3.7% | -0.7% | -7.2 | -7.1 | 0.4 | 6.2
CCOc1ccccc1C(=O)Nc1cnn(Cc2ccc(F)cc2)c1 | -0.7 | -7.7 | 15.4 | -0.3% | 1.4% | -1.7 | -0.9 | 0.2 | -0.2
COc1ccc(NC(=S)NC(NC(=O)/C=C/c2ccccc2)C(Cl)(Cl)Cl)cc1 (stereo not drawn) | -0.1 | 12.5 | -9.7 | u | 2.7% | -1.4 | -32.9 | 5.3 | 3.2
O=C(NCC1CCCO1)c1cc2n(n1)C(C(F)(F)F)CC(c1ccc(F)cc1)N2 (stereo not drawn) | 0.0 | 1.0 | -2.9 | -14.3% | 0.4% | -1.1 | 2.2 | 2.4 | 2.1
CCOc1ccc(C(=O)COC(=O)c2cccc(-n3cnnn3)c2)cc1 | 0.1 | 11.5 | -29.2 | -7.6% | 2.6% | -2.0 | -25.4 | -5.5 | 9.1
O=S(=O)(c1cccc(-c2nnc3n2CCCCC3)c1)N1CCCC1 | 1.3 | -0.8 | -11.3 | -6.2% | 3.9% | -2.4 | -13.3 | 33.7* | 2.1
COc1ccccc1C(=O)Nc1ccc(Cc2ccncc2)cc1 | -1.0 | -3.6 | -13.0 | -6.6% | 0.7% | -5.0 | -0.4 | -0.8 | 6.7
